BL2 CD40 inh: inhibitors of CD40-induced NF-kB signaling, primary screen, BL2 cells, luciferase reporter, single point; CD40L-induced, 4 h; inhibition, % at 10 µM; actives 0.94% (n = 83,000);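 active = mean inhibition of at least 50% with a set share of replicates also reaching that level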;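 also: 0% = neutral control wells and 100% = IKK inhibitor VII at 50 µM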
* marks the source's active call; other numbers are inactive results; [ ] = remark or other dose.

cpd	Structure	BL2 CD40 inh
1	CCOC(=O)C1CCCN(S(=O)(=O)c2cc3c4c(c2)CCN4C(=O)CC3)C1 (stereo not drawn)	2
2	C/C=C/c1ccc([C@H]2[C@@H](CO)N[C@@H]2CNC(=O)C2CCCC2)cc1	15
3	C[C@H](NC(=O)C1CCN(S(=O)(=O)c2ccccc2)CC1)C(=O)NCc1ccco1	4
4	O=C(Nc1ccc2c(c1)OCO2)C1CCCCN1S(=O)(=O)c1ccccc1 (stereo not drawn)	-3
5	CC(=O)c1c(C)[nH]c(C(=O)Nc2ccccc2N2CCOCC2)c1C	0
6	CC1=C(c2ccc(C)cc2)S(=O)(=O)N(CC(=O)O)C1=O	-41
7	CCCCN(C(=O)C1CCC1)c1c(N)n(CC(C)C)c(=O)[nH]c1=O	-4
8	CC(C)NC(=O)N1CCCCN2[C@H](CO)[C@H](c3ccc(C#C[C@@H](C)O)cc3)[C@@H]2C1	3[25 µM]
9	O=C(CN1C(=O)NC2(CCCC2)C1=O)c1ccc(Cl)s1	-7
10	COc1ccc2c3c([nH]c2c1)[C@@H](CO)N(C)CC31CCN(S(=O)(=O)c2cn(C)cn2)CC1	-14[25 µM]
11	CCOC(=O)N1CCN(C(=O)CCc2c(C)nc3nc(C)nn3c2C)CC1	14
12	O=C(c1ccco1)N1CCN(C(=O)c2cnn3cccnc23)CC1	6

Random excerpt: 2 compounds from above.
cpd	Structure	BL2 CD40 inh
1	CCOC(=O)C1CCCN(S(=O)(=O)c2cc3c4c(c2)CCN4C(=O)CC3)C1 (stereo not drawn)	2
6	CC1=C(c2ccc(C)cc2)S(=O)(=O)N(CC(=O)O)C1=O	-41

The list goes on:
cpd	Structure	BL2 CD40 inh
13	O=S(=O)(NCc1ccc2c(c1)OCO2)c1cccc2cccnc12	7
14	CCCCCCCCOc1ccc(C(=O)O)cc1	-29
15	c1cn2c(NC3CCCC3)c(-c3ccc(N4CCOCC4)cc3)nc2cn1	-33
16	O=C(Nc1nc(-c2ccco2)c(-c2ccco2)s1)c1ccc(F)cc1F	6
17	CCOC(=O)c1c(C)[nH]c(C(=O)CN2C(=O)NC3(CCCC3)C2=O)c1C	-58
18	O=C(/C=C/c1cccc(Cl)c1)NCc1ccccc1	-6
19	CCCn1c(N)c(C(=O)COC(=O)c2cccc(S(=O)(=O)N3CCOCC3)c2)c(=O)[nH]c1=O	0
20	CCSc1nnc(NC(=O)COc2cccc3ccccc23)s1	7
21	CCOc1ccc(S(=O)(=O)NN=C2CCN(C(C)=O)CC2)cc1	11
22	COc1ccccc1-c1ccc([C@@H]2[C@@H](C#N)N(C(=O)c3cccnc3)[C@@H]2CO)cc1	23[25 µM]
23	CN1[C@H](C(=O)Nc2nccs2)[C@@H](CO)[C@@H]2Cn3c(ccc(-c4ccccc4F)c3=O)[C@@H]21	-9[25 µM]
24	O=C1CCc2cc(NS(=O)(=O)c3ccc(Cl)cc3)cc3c2N1CC3	-21
25	Cc1ccsc1S(=O)(=O)N1CCCC(CCC(=O)NCc2ccccc2F)C1 (stereo not drawn)	14
26	CCC(C)(C)NC(=O)Cc1ccc(OC)c(OC)c1	10
27	NC(=O)C1CCN(C(=O)CSc2ncccn2)CC1	3
28	O=C(CN1CCN(C(=O)CN2C(=O)NC3(CCCC3)C2=O)CC1)Nc1cccc(F)c1	11
29	COc1ccc(C)cc1NC(=O)C(NCC(O)c1ccccc1)c1ccccc1 (stereo not drawn)	5
30	O=C(NCCO)c1cccc(Cl)c1	5
31	O=S(=O)(Nc1cccnc1)c1cccnc1	5
32	CN1C(=O)c2cc(NC(=O)c3cccc(F)c3)ccc2OC[C@H]2O[C@@H](CC(=O)NCc3ccccc3Cl)CC[C@H]21	16[25 µM]
33	O=S(=O)(N/N=C\c1ccc(-c2ccccc2Cl)o1)c1ccccc1	2
34	Nn1c(SCC(=O)NCC2CCCO2)nnc1-c1ccc(OC(F)F)cc1 (stereo not drawn)	5
35	C/C(=N\OC(=O)Nc1ccccc1)c1cnn(-c2cc(C(F)(F)F)cc(C)n2)c1C	2
36	C/C=C/c1ccc([C@H]2[C@@H](CO)N(C(=O)CC)[C@@H]2CNC(=O)c2ccncc2)cc1	5[25 µM]

5 structures from above, sorted by molar mass, rising.
cpd	Structure	BL2 CD40 inh
31	O=S(=O)(Nc1cccnc1)c1cccnc1	5
27	NC(=O)C1CCN(C(=O)CSc2ncccn2)CC1	3
35	C/C(=N\OC(=O)Nc1ccccc1)c1cnn(-c2cc(C(F)(F)F)cc(C)n2)c1C	2
25	Cc1ccsc1S(=O)(=O)N1CCCC(CCC(=O)NCc2ccccc2F)C1 (stereo not drawn)	14
32	CN1C(=O)c2cc(NC(=O)c3cccc(F)c3)ccc2OC[C@H]2O[C@@H](CC(=O)NCc3ccccc3Cl)CC[C@H]21	16[25 µM]

The results go on.
cpd	Structure	BL2 CD40 inh
37	COc1cc(NC(=O)CN2C(=O)C(=O)N(CC(C)C)C2=O)cc(OC)c1	-4
38	CN1CCCCN2[C@@H](CO)[C@@H](c3ccc(-c4ccc(F)cc4)cc3)[C@@H]2C1	-9[25 µM]
39	C[C@H]1CN([C@@H](C)CO)C(=O)c2cc(-c3ccc(F)cc3)cnc2O[C@@H]1CN(C)S(C)(=O)=O	-12[25 µM]
40	CN(C)c1ccc2c(c1)[C@H]1C[C@@H](CC(=O)N3CCc4ccccc4C3)O[C@@H](CO)[C@H]1O2	-12[25 µM]
41	O=c1[nH]c2ccccc2n2cnnc12	-1
42	O=C(CNC(=O)c1ccccc1Br)NNC(=O)c1cccs1	6
43	O=C(c1ccccc1SCc1ccccc1)N1CCCCCC1	0
44	Cc1nn(-c2ccccc2)c2sc(C(=O)N3CCC4(CC3)OCCO4)cc12	8
45	O=C(CNC(=O)c1ccco1)Nc1cc(Cl)ccc1N1CCOCC1	2
46	Cc1ccc2cc(/C=N/NC(=O)c3ccccc3[N+](=O)[O-])c(Cl)nc2c1	-3
47	CCOC(=O)C1(CC2CC2)CCN(Cc2ccc(C(=O)OC)cc2)CC1	13
48	CC1(C)Cc2c(cnn2-c2ccccc2)C(NC(=O)c2ccoc2)C1 (stereo not drawn)	-5
49	Cc1cc(C)c2nc(-c3ccccn3)cc(C(=O)NCc3cc(C)n(C)n3)c2c1	9
50	CC(C)NC[C@@H]1[C@@H](c2ccc(C3=CCCCC3)cc2)[C@@H](CO)N1C(=O)CC1CC1	-1[25 µM]
51	CN1CCC(N(C)C(=O)c2ccc(Cl)c(S(=O)(=O)Nc3ccc(Cl)cc3)c2)CC1	-2
52	CCOC(=O)c1c(C)oc2c1C(=O)c1ccccc1C2=O	-67
53	O=C(N/N=C1\CCCc2ccccc21)c1ccc([N+](=O)[O-])cc1	-110
54	O=C1c2cccc3cccc(c23)C(=O)N1Cc1ccco1	5
55	C(=C\c1ccccc1)/CSc1nnc(-c2ccccc2)n1Cc1ccco1	35
56	N#CC(c1nc2ccccc2nc1N1CCOCC1)S(=O)(=O)c1ccccc1 (stereo not drawn)	3
57	CC(=O)Nc1ccc(Cl)c(C(N)=O)c1	4
58	Cc1noc(NS(=O)(=O)c2ccc(NC(=O)c3ccccc3NS(=O)(=O)c3ccc(F)cc3)cc2)c1C	1
59	CC(=O)Nc1ccc(NC(=O)c2c(C)nn(Cc3ccccc3)c2Cl)cc1	2
60	CN1CCN(C2=Nc3ccccc3Oc3ccc(Cl)cc32)CC1	7
61	CCCCn1c(CNC(=O)CC)nc2ccccc21	10
62	COCC(=O)Nc1sc2c(c1C(=O)OC)CCCC2	-11
63	c1ccc(-c2ccc(-c3ccccc3)[nH]2)cc1	-86
64	C[C@H]1CN([C@@H](C)CO)S(=O)(=O)c2ccc(C#Cc3ccncc3)cc2O[C@H]1CN(C)C(=O)c1ccncc1	5[25 µM]
65	O=C(CN1CCOCC1)N[C@@H]1CC[C@@H](CCNC(=O)C2CCCC2)O[C@H]1CO	0
66	CC(NC(=O)COC(=O)c1ccc(OCC2CCCO2)cc1)c1ccccc1Cl (stereo not drawn)	10
67	N#Cc1ccc(OCC(O)CN2CCN(C(c3ccccc3)c3ccccc3)CC2)cc1 (stereo not drawn)	-26
68	Cc1ccccc1-c1ccc([C@H]2[C@@H](CO)N3CCCCN(S(=O)(=O)Cc4ccccc4)C[C@H]23)cc1	-15[25 µM]
69	C[C@@H]1CN([C@H](C)CO)C(=O)c2cc(NC(=O)CCCCCC(=O)Nc3ccccc3N)ccc2O[C@H]1CN(C)S(=O)(=O)c1ccc(Cl)cc1	-20
70	c1ccc(-c2cc3c(nn2)CCc2nonc2-3)cc1	-1
71	CC(C)NC(=O)N(C)C[C@@H]1Oc2ccc(NS(C)(=O)=O)cc2CC(=O)N(C)C[C@H]1C	3
72	O=C(C[C@@H]1CC[C@H]2[C@@H](COC[C@@H](O)CN2C(=O)c2ccccc2F)O1)NCc1ccc(Cl)c(Cl)c1	21[25 µM]
73	Cc1[nH]c2c(C)cccc2c1CC(=O)O	-2
74	CCOc1cc(C(=O)N(CC)CC(=O)Nc2c(F)cccc2F)ccc1OCC(=O)N1CCCCC1	-10
75	Cc1cc(NS(=O)(=O)c2ccc(NC(=O)c3ccco3)cc2)nc(C)n1	11
76	CCOc1ccccc1N(CC(=O)OC)S(C)(=O)=O	13
77	COc1ccccc1C(=O)NC(CCSC)C(=O)N1CCN(C/C=C/c2ccccc2)CC1 (stereo not drawn)	6
78	CCCCCCCCCCCCCCCC[n+]1ccccc1	99*
79	O=C(NCc1ccco1)c1ccc2nccnc2c1	7
80	Cc1sc2nc(CN3CCCCC3)nc(Cl)c2c1C	31
81	CN(Cc1ccccc1)C(=O)CCC1CCN(S(C)(=O)=O)CC1	-5
82	CC1CCc2c(sc(N)c2C(=O)OC(C)C)C1 (stereo not drawn)	4
83	O=C(C[C@@H]1CC[C@@H](NC(=O)CN2CCOCC2)[C@H](CO)O1)NC1CCC1	0[25 µM]
84	Cc1cc(C(=O)NC(=S)Nc2cccc(C(=O)O)c2C)ccc1[N+](=O)[O-]	-14
85	CCCC#Cc1ccc([C@H]2[C@@H](CO)N(C(C)=O)[C@H]2CNC(=O)C2CCCC2)cc1	3
86	Cc1ccc(S(=O)(=O)Nc2ccccc2F)cc1C(=O)NNC(=O)c1csc(N2CCOCC2)n1	6
87	CNC[C@@H]1Oc2ccc(NC(C)=O)cc2C(=O)N(C)C[C@H]1C	-2
88	Cc1nc2c(C(=O)O)cnn2c(C)c1Cc1ccccc1F	8
89	COc1cccc(Nc2nc(C(N)CC(C)C)cs2)n1 (stereo not drawn)	15
90	CCOC(=O)N1CCN(C(=O)C2CC(=O)N(Cc3ccc(OC)cc3)C2)CC1 (stereo not drawn)	4
91	O=S(=O)(Nc1ccc2c(c1)OCCO2)c1cccc2cccnc12	12
92	CCc1ccc(C(=O)Nc2cc(C)on2)o1	-40
93	COc1cccc(-c2ccc3c(c2)O[C@H](CN(C)Cc2cccnc2)[C@@H](C)CN([C@@H](C)CO)S3(=O)=O)c1	14[25 µM]
94	CC(C)NC(=O)N1CC(=O)N2[C@H](C1)[C@H](c1ccc(/C=C/c3ccccc3)cc1)[C@@H]2CO	0[25 µM]
95	CCOC(=O)c1sc2cccc(Cl)c2c1N	28
96	Cc1nnc(NC(=O)CSc2nccn2-c2ccc(F)cc2)s1	5

Other entries
cpd	Structure	BL2 CD40 inh
97	O=C(c1cc(S(=O)(=O)N2CCCCC2)ccc1Cl)N1CCOCC1	1
98	O=C(CC1CCC1)Nc1cccc2c([N+](=O)[O-])cccc12	-1
99	COc1ccc(NC(=O)CC(C)C)c(OC)c1	0
100	Cc1ccc(C)c(OCCC(=O)OCC(=O)Nc2ccc(N3CCOCC3)cc2)c1	-8
101	Cc1cc(N2CCCc3ccccc32)n2ncnc2n1	8
102	COc1ccccc1-c1cn(CC[C@@H]2CC[C@@H](NC(=O)C3CCCCC3)[C@H](CO)O2)nn1	-3[25 µM]
103	C[C@H]1CN([C@@H](C)CO)C(=O)c2cc(C3=CCCC3)cnc2O[C@H]1CN(C)C(=O)Nc1ccc(C(F)(F)F)cc1	25[25 µM]
104	Cc1csc(C(C#N)C(=O)c2ccncc2)n1 (stereo not drawn)	12
105	COC(=O)c1ccc(-n2ccnc2)cc1	1
106	COc1ccc(Cc2n[nH]c(=S)n2NC(=O)Nc2ccc(C)cc2)cc1	-17
107	O=C(C[C@H]1C[C@@H]2c3cc(NC(=O)NC4CCCC4)ccc3O[C@@H]2[C@H](CO)O1)NCc1ccccc1	0
108	COCCn1c(SCC(=O)NNC(=O)c2cc(Cl)ccc2OC)nnc1-c1ccncc1	0
109	COCCNC(=O)CN(C)S(=O)(=O)c1ccc2c(c1)OCCO2	4
110	Cc1c(C(=O)NC(C(C)C)C(C)C)cccc1[N+](=O)[O-]	13
111	CCC(=O)N/C(N)=N/c1nc(C)c2cc(C)c(C)cc2n1	4
112	O=C(Nc1nnc(SCc2ccc(F)cc2)s1)c1ccccn1	-5
113	O=C(c1ccccc1)n1nc(-c2ccccc2)nc1NCc1ccco1	-10
114	CNC(=O)COC(=O)c1cccnc1SC	11
115	Cc1c(C(=O)N2CCCCC2CCN2CCCC2=O)oc2c(F)cccc12 (stereo not drawn)	-3
116	CN(C)C(=O)c1ccc(NC(=O)COc2ccc([N+](=O)[O-])cc2)cc1	4
117	COc1ccc(-c2cn3c(C)c(C(=O)N4CCN(c5ccccc5)CC4)sc3n2)cc1	10
118	Cc1noc(C)c1C(=O)N1CCN(c2ncccn2)CC1	4
119	COc1ccccc1CN(C)CC(=O)Nc1ccccc1-c1ccccc1	24
120	CC(C)CNC(=O)COc1ccccc1[N+](=O)[O-]	-10
121	Cc1ccc2c(CC(=O)NCC3(N4CCOCC4)CCCCC3)coc2c1C	5
122	CCOc1ccc(NC(=O)C2CC(=O)N(c3ccc4c(c3)OCCO4)C2)cc1OCC (stereo not drawn)	1
123	O=C(NC[C@H]1N[C@H](CO)[C@@H]1c1ccc(C2=CCCC2)cc1)C1CCCC1	11
124	C[C@@H]1CN([C@@H](C)CO)C(=O)c2cc(C3=CCCC3)cnc2O[C@H]1CN(C)C(=O)Nc1ccc(C(F)(F)F)cc1	43[25 µM]
125	C/C=C/c1ccc([C@H]2[C@@H](CO)N(C(C)=O)[C@@H]2CNC(=O)CC2CC2)cc1	4
126	COc1ccc(C2C3=C(CCCC3=O)N(CC(=O)O)C3=C2C(=O)CCC3)cc1Br	0
127	CCOC(=O)C1CCN(C(=O)c2ccc(CNS(=O)(=O)c3ccc(OC)cc3)cc2)CC1	-1

Source: PubChem

This is a subset; rates above refer to the full screens.
